# Source: PubChem
# AID2073 – inhibitors of Mint1-CaV2.2 protein interaction, biochemical, HTRF (AID 2073) | inhibition, % at 20 µM; hits with a dose series show IC50 in µM | 290,000 tested, 0.19% active | HTRF protein-protein interaction, Mint1-CaV2.2; higher % means a stronger effect; in the data active = inhibition mostly above about 51%, no sharp cut-off; note: some results filed as inactive read as strong as hits
# P. falciparum M17LAP – P. falciparum M17LAP inhibitors, primary screen, biochemical, fluorogenic H-Leu-NHMec substrate, 1536-well (AID 1619); Leucine aminopeptidase (Plasmodium falciparum (isolate 3D7)); recombinant M17LAP, H-Leu-NHMec fluorogenic kinetic assay; higher % means a stronger effect; inhibition, % at 30 µM; hits with a dose series show IC50 in µM; 220,000 tested, 0.38% active;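 active = compound inhibiting the enzyme by more than half at any dose during confirmatory dose-response retesting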;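 note: plate controls were full reaction with DMSO carrier for no effect and no enzyme background for full effect; strong numbers were not always called active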
# GPR55 activation – GPR55 agonists via beta-arrestin recruitment, primary screen, imaging, U2OS cells, beta-arrestin-GFP redistribution (AID 1961); G-protein coupled receptor 55 (Homo sapiens); U2OS GPR55 beta-arrestin-GFP redistribution imaging; higher % means a stronger effect; activation, % at 10 µM; hits with a dose series show EC50 in µM; 290,000 tested, 0.048% active;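 active = activation above 40% with more than 50 cells counted in the well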;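 note: U2OS osteosarcoma cells stably expressing GPR55 and beta-arrestin-GFP; plate controls were DMSO negative control for no effect and LPI positive control for full effect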
# NOD2 inhibition – NOD2 signaling inhibitors, cell-based, luminescence, uHTS, HEK293 (AID 1566); inhibition, % at 4 µM, or EC50 in µM where a hit was titrated; 290,000 tested, 0.63% active; HEK293 NOD2/NF-kB luciferase reporter, luminescence; higher % means a stronger effect; note: many of its hits are not listed in these tables
# NOD1 NF-kB reporter – NOD1 signaling inhibitors, primary screen, cell-based, luminescence, uHTS (AID 1578); 290,000 tested, 1% active; NOD1-driven NF-kB luciferase reporter cells, luminescence; higher % means a stronger effect; one-dose inhibition, % at 4 µM; EC50 in µM for titrated hits; in the data active = inhibition mostly above about 36%, no sharp cut-off; inactive = mostly below about 34%;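 note: HEK-293T reporter cells stimulated with the NOD1 agonist gamma-tri-DAP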
# KOR beta-arrestin-1 – KOR agonists, beta-arrestin recruitment, primary screen, cell-based, luminescence, uHTS (AID 1777); KOR beta-arrestin recruitment, luminescence; higher % means a stronger effect; activation, % at 10 µM; hits with a dose series show EC50 in µM; 280,000 tested, 0.02% active; in the data active = activation above about 50%, passing the limit was not always enough; note: a part of the inactive calls stands beside numbers as strong as those of hits
# Dynein cargo inh – inhibitors of GR-EGFP nuclear translocation, primary screen, dynein cargo transport inhibitor project, imaging, high-content, 3617.4 mouse cells | z-score, hits read low | AID 1381, 2008 | test concentration mostly 20 µM; stimulated with dexamethasone, 1 µM; stronger effect = lower value | 220,000 tested, 0.47% active;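 active = plate z-score of nuclear minus cytoplasmic receptor signal below a set negative limit, without overly bright fluorescence or cell loss, cut at about -3.5 in these data, passing the limit was not always enough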;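 note: z-score of nuclear minus cytoplasmic ring GR-EGFP intensity difference per well; some compounds called inactive have numbers as strong as hits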
#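 Also added: dexamethasone, 1.0 µM final. Medium: tet-free, stripped-serum medium. Detection: fixed, Hoechst-stained cells imaged at 10x for EGFP. Read-out: nuclear-to-cytoplasmic GR-EGFP distribution per well. Times: induction 48 h, compound 1 h, agonist 30 min.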
# P. falciparum M1AAP – P. falciparum M1AAP inhibitors, biochemical, fluorogenic H-Leu-NHMec substrate, 1536-well (AID 1445) | Aminopeptidase N (Plasmodium falciparum (isolate 3D7)) | recombinant M1AAP, H-Leu-NHMec fluorogenic kinetic assay; higher % means a stronger effect | inhibition, % at 30 µM; hits with a dose series show IC50 in µM | 220,000 tested, 0.42% active;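 active = primary inhibition above the hit cutoff, then over 50% inhibition at one or more dose response concentrations, cut at about 23% in these data, passing the limit was not always enough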;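 note: plate controls were DMSO full reaction for no effect and no enzyme background for full effect; strong numbers were not always called active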
# KOR beta-arrestin-2 – KOR antagonists, beta-arrestin recruitment, cell-based, luminescence, uHTS (AID 1778); KOR beta-arrestin recruitment, luminescence, antagonist mode; higher % means a stronger effect; 290,000 tested, 0.091% active; inhibition, % at 10 µM, or IC50 in µM where a hit was titrated; Kappa-type opioid receptor (Homo sapiens); note: strong numbers were not always called active
# Dynein cargo inh cytoplasmic EGFP – also measured in Dynein cargo inh; calls as there; z-score; measured here: cytoplasmic GR-EGFP intensity; stronger effect = higher value
# Dynein cargo inh nuclear GR-EGFP – second read-out of Dynein cargo inh, no call of its own (marks repeat the call); z-score; measured here: nuclear GR-EGFP intensity;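 lower value marks the stronger effect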
# Dynein cargo inh cell count – also measured in Dynein cargo inh; calls as there; z-score; measured here: cell count per field
# Starred values were filed as active, the others as inactive; . = not tested or not shown; [ ] = remark or other dose. Cut-off read from the data, not from the text of the source, unless noted: active = inhibition above about 50%; inactive = the rest. The list is partial (hit frequency here may not be typical).
SMILES,AID2073,P. falciparum M17LAP,GPR55 activation,NOD2 inhibition,NOD1 NF-kB reporter,KOR beta-arrestin-1,Dynein cargo inh,Dynein cargo inh cytoplasmic EGFP,Dynein cargo inh nuclear GR-EGFP,Dynein cargo inh cell count,P. falciparum M1AAP,KOR beta-arrestin-2
CCOC(=O)C(NC(=O)CC)C(O)c1cccc([N+](=O)[O-])c1 (stereo not drawn),42%,6%,0.6%,1%,-18%,-5.0%,-0.026,-0.2,0.32,-0.011,3%,-3%
Cc1c(CC(=O)N2CCN(C(=O)C3COc4ccccc4O3)CC2)c(=O)oc2cc(O)cc(O)c12 (stereo not drawn),38%,.,-0.2%,6%,-20%,-7.2%,.,.,.,.,.,16%
Cc1cc(C)cc(-n2ncc3c2CCCC3NC(=O)c2cc(C)oc2C)c1 (stereo not drawn),3%,.,-0.1%,22%,-18%,-5.9%,.,.,.,.,.,15%
O=C(NCc1ccc2c(c1)OCO2)c1c[nH]c2ccc(S(=O)(=O)N3CCOCC3)cc2c1=O,18%,-11%,0.0%,7%,-49%,3.5%,0.98,0.012,0.59,0.047,1%,-8%
COC(=O)C1[C@H]2SC(C)(C)C(C(=O)OC)N2C(=O)N1Cc1nc2ccccc2s1 (stereo partly drawn),3%,.,-0.1%,-3%,-4%,-3.4%,.,.,.,.,.,-14%[20 µM]
O=C(NCCNC(=O)c1ccccn1)c1ccc(-c2ccccc2)cc1,3%,.,0.3%,11%,12%,-1.6%,.,.,.,.,.,-21%[20 µM]
CN1CCN(CCNC(=O)Cn2c(=O)c3cccn3c3ccc(F)cc32)CC1,5%,.,-0.1%,4%,14%,-0.2%,.,.,.,.,.,-27%
O=C1c2ccccc2C(=O)N1c1cccc(-c2nc3ccccc3o2)c1,19%,-6%,-0.1%,5%,-18%,1.5%,-0.35,-0.17,0.41,-0.22,6%,-12%
CCOC(=O)C1CCN(CCC(=O)Nc2cc(C)ccc2C)CC1,12%,.,-0.2%,9%,-10%,-1.9%,.,.,.,.,.,-2%[20 µM]
CCN(Cc1ccccc1)C(=O)C(C)OC(=O)c1cc(S(=O)(=O)Nc2c(C)n(C)n(-c3ccccc3)c2=O)ccc1C (stereo not drawn),-1%,6%,-0.3%,4%,-24%,-1.9%,-0.083,-0.27,0.081,0.058,8%,0%
COC(=O)C1=NNCC12CC(=O)N(c1ccc(Br)cc1)C2=O (stereo not drawn),-1%,9%,-0.3%,15%,-13%,5.8%,0.41,-0.24,0.38,-0.073,2%,24%
Cc1ccc(C(=O)N/N=C\c2ccc(-c3ccc(Cl)c(Cl)c3)o2)cn1,14%,12%,0.5%,-99%,4%,-0.3%,-1.2,0.056,-0.61,-0.32,-3%,-31%
Cc1nnc(NC(=O)C2(c3ccccc3)CCOCC2)s1,15%,-4%,-0.2%,7%,-3%,-2.0%,2.6,0.57,3,-3.6,2%,23%
CC(C)Cc1nc2ccccc2n1CCc1ccccc1,7%,-4%,-0.2%,13%,-4%,3.9%,1.4,0.16,1.3,-1.8,-1%,15%
CC(CCCC(C)(C)O)NC(=O)c1cc(COc2ccc3ncccc3c2)on1 (stereo not drawn),-6%,-3%,0.2%,38%,28%,-1.8%,0.19,-0.3,-0.22,0.44,3%,-48%[20 µM]
COc1ccccc1NC(=O)N1C2CCCC1CC(NC(=O)c1ccccc1)C2 (stereo not drawn),0%,0%,-0.3%,13%,-12%,25%,0.073,-0.15,0.84,-0.039,1%,-7%
C(=N/n1c2ccccc2c2ccccc21)/c1ccco1,8%,7%,-0.1%,13%,-5%,-3.8%,-0.62,-0.13,-0.02,0.066,19%,7%
COc1ccc(O[C@H]2C=C[C@@H](c3ccccc3)O[C@@H]2COC(=O)CC/C(C)=N/OC[C@@H](O)[C@H]2O[C@@H]3OC(C)(C)O[C@@H]3[C@H]2O)cc1,0%,-2%,-0.3%,3%,-38%,-1.8%,-0.6,-0.3,0.09,0.52,-4%,-15%
COCCCNCCCCSc1ccc(Cl)cc1,-3%,-3%,-0.2%,-2%,-11%,-2.0%,-0.14,-0.22,0.067,0.2,10%,.
O=C(c1ccco1)n1c(=S)nc2ccccn21,12%,-5%,-0.1%,-79%,-23%,35%,0.35,-0.35,0.014,0.12,6%,11%

# Some of these compounds in order of their number in KOR beta-arrestin-1, high to low.
Molecule,KOR beta-arrestin-1
O=C(NCc1ccc2c(c1)OCO2)c1c[nH]c2ccc(S(=O)(=O)N3CCOCC3)cc2c1=O,3.5%
CN1CCN(CCNC(=O)Cn2c(=O)c3cccn3c3ccc(F)cc32)CC1,-0.2%
Cc1nnc(NC(=O)C2(c3ccccc3)CCOCC2)s1,-2.0%

# (listing goes on)
SMILES,AID2073,P. falciparum M17LAP,GPR55 activation,NOD2 inhibition,NOD1 NF-kB reporter,KOR beta-arrestin-1,Dynein cargo inh,Dynein cargo inh cytoplasmic EGFP,Dynein cargo inh nuclear GR-EGFP,Dynein cargo inh cell count,P. falciparum M1AAP,KOR beta-arrestin-2
Cc1ccc(Nc2ccc(NCc3ccccc3)nn2)cc1C,1%,4%,-0.2%,-22%,-43%,-0.1%,1.6,-0.012,0.65,-0.79,3%,4%
CSCCC(NC(=O)c1ccccc1Cl)C(=O)N(C)Cc1cccs1 (stereo not drawn),7%,.,-0.1%,-2%,-26%,1.0%,.,.,.,.,.,-12%
O=C(NCCc1ccccc1)C1CC(=O)N(C2CCCCCC2)C1 (stereo not drawn),8%,-24%,-0.4%,6%,.,2.1%,-1.1,-0.15,0.23,0.12,-4%,-28%
COC(=O)c1cccc(CSc2nc3ccccc3[nH]2)c1,-7%,-19%,0.1%,0%,-48%,9.3%,1.1,0.2,0.54,-0.83,4%,-6%
O=C(NCCN1C(=O)S/C(=C\c2cccnc2)C1=O)C1CC(=O)N(Cc2ccco2)C1 (stereo not drawn),28%,4%,0.8%,1%,-32%,-1.4%,-0.26,-0.32,0.38,-0.13,-10%,-22%
CC(=O)NC1CC2CCCC(C1)N2S(=O)(=O)c1ccccc1 (stereo not drawn),4%,-6%,-0.2%,2%,-4%,6.8%,-0.63,-0.088,-0.14,0.91,7%,-28%
Cc1cc(=O)[nH]c(N/N=C/c2ccc(C)o2)n1,-12%,31%,-0.2%,20%,-1%,-1.8%,-0.56,-0.21,0.23,0.5,2%,-21%
O=C(Nc1nnc(N2CCCCCC2)s1)c1cc(-c2ccc(Br)cc2)on1,12%,7%,-0.1%,14%,-25%,-1.1%,1.7,-0.14,1.3,-0.76,13%,-9%
NC(=O)C1=C[C@H](c2ccc3c(c2)OCO3)C[C@H](OCc2ccc(CO)cc2)O1,-2%,2%,0.5%,-77%,-5%,0.4%,-0.83,-0.35,-0.17,0.41,10%,-38%
CCCCNC(=O)C(=O)NC(C)CCc1ccccc1 (stereo not drawn),6%,13%,-0.1%,-5%,-38%,2.6%,-0.57,-0.19,0.4,0.39,5%,-7%
COC(=O)[C@@H]1C(c2c(OC)cc(OC)cc2OC)=NO[C@H]1C(=O)OC,6%,2%,-0.5%,6%,-18%,-0.5%,0.99,-0.29,0.45,-0.56,1%,7%
Cc1cc(C)n(-c2nnc(C)n2NC(=O)c2cccc(Cl)c2)n1,0%,-2%,-0.1%,-10%,-37%,-3.0%,-0.3,-0.22,-0.2,0.35,1%,-14%
COc1cccc(NC(=O)CSc2nnnn2C2CCCCC2)c1,-5%,.,-0.1%,6%,9%,1.9%,.,.,.,.,.,-47%
CCOC(=O)C1=C(c2ccccc2)Nc2ncnn2C1c1ccccn1 (stereo not drawn),-5%,0%,-0.1%,20%,17%,9.1%,-0.63,0.074,0.045,0.29,-4%,-123%
O=C(Cc1ccccc1[N+](=O)[O-])NCCCc1ccccc1,1%,.,-0.1%,3%,-28%,-7.2%,.,.,.,.,.,14%[20 µM]
CCOC(=O)c1[nH]c2c(c1C)C(=O)CC(c1ccco1)C2 (stereo not drawn),35%,7%,-0.3%,-41%,-29%,-0.1%,-0.22,-0.16,0.13,0.41,15%,-124%
Nc1cc(=O)[nH]c(=O)n1CC1CC1,0%,-5%,0.2%,18%,0%,-1.2%,1,-0.3,0.79,0.03,-4%,6%
Cc1c(C(=O)N(C)c2ccccc2Cl)cnn1-c1ccccc1,8%,.,0.3%,3%,-1%,8.4%,.,.,.,.,.,-33%[20 µM]
Cc1cccc(C(=O)Nc2cccc3c2CCCC3)c1,2%,.,-0.1%,-2%,-43%,4.3%,.,.,.,.,.,-46%[20 µM]
CCN(CC)CCCN1C(=O)C(O)=C(C(=O)c2ccc(C)o2)C1c1ccc(C)o1 (stereo not drawn),10%,18%,-0.5%,9%,-8%,-0.9%,1.5,-0.03,0.75,-1.4,9%,27%
CC(=O)Nc1ccc(OCC(=O)NCCc2ccccc2)cc1,3%,-5%,-0.2%,10%,41%,3.2%,0.35,-0.19,-0.088,-0.7,7%,-13%
O=C(COC(=O)c1cc([N+](=O)[O-])ccc1NCc1ccccc1)NC1CCCCC1,-5%,-5%,-0.4%,4%,-28%,2.8%,1.4,0.25,1.1,-1.9,6%,30%
O=C(NC1CCCC1)C(c1c[nH]c2ccccc12)N(C(=O)Cn1nnc(-c2ccc(Cl)cc2)n1)c1ccccc1 (stereo not drawn),20%,3%,-0.1%,-10%,33%,7.7%,0.22,-0.18,0.42,-0.023,2%,-14%
O=C(NC(C(=O)N1CCCC1C(=O)O)=C1CCCCC1)c1ccccc1 (stereo not drawn),10%,-9%,-0.1%,4%,16%,11%,1.6,-0.11,1.8,-1.1,7%,-113%
COCCn1c(SCC(=O)NCCc2ccc(OC)c(OC)c2)nc2c([nH]c3ccccc32)c1=O,5%,1%,0.9%,-4%,-24%,3.6%,-0.48,-0.31,-0.4,0.86,11%,-12%
Cc1ccccc1-c1noc(CNC(=O)c2ccco2)n1,7%,.,0.0%,3%,-12%,0.1%,.,.,.,.,.,1%
CN(C)S(=O)(=O)N(CC(=O)Nc1ccc2ccccc2c1)c1ccccc1,0%,0%,-0.4%,-17%,1%,9.0%,0.32,-0.2,0.1,-0.37,-1%,36%
CCC1CCCCN1CCCNC(=O)CCNC(=O)Cn1cnc2ccccc2c1=O (stereo not drawn),8%,.,-0.2%,20%,-18%,2.7%,.,.,.,.,.,6%
